High-throughput results from PubChem BioAssay.
IMPase Li inh – membrane-permeable IMPase blocker, potentiated with lithium; CHO-M1 cells, IP1 TR-FRET (IP-One), carbachol + lithium; Potency, µM (highest dose often 59.4 µM), inactives show at the highest dose activity, negative = IMPase inhibition, most hits filed as inhibitors; hit rate 0.35% among 210,000;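 note: IP1 builds up when IMPase is blocked and the TR-FRET signal falls; plate controls were basal vehicle for no effect and high inhibitor control for full effect; nearly all actives have a fitted effect of over 50% in size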
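CHO cells stably expressing M1 receptor (2000/well) were cultured 16–30 h, then exposed to compounds with a small lithium addition for 30 min at 37C. IP1 was measured by TR-FRET competition; AC50 from Hill fits.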
GAA inhib – alpha-glucosidase (human) inhibition; Potency, µM (doses to about 76.9 µM), for the others: at the top dose activity change, negative = inhibition, most hits filed as inhibitors; purified human GAA, 4-MU-alpha-glucoside fluorescence; hit rate 0.005% among 200,000;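 note: plate controls were uninhibited enzyme wells for no effect and no-enzyme background for full effect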
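Fluorescence at Ex 365/Em 440 nm from 4-methylumbelliferone reported enzyme activity after 20 min at room temperature. Reactions used 4 nM enzyme and 400 uM substrate at pH 5.0; curves fitted with the Hill equation.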
RGS12 GoLoco inh – inhibitors of human Gai1-RGS12 GoLoco interaction (red fluorophore). Gai1:RGS12 GoLoco peptide FP, rhodamine, 10 min. P63096. Potency, µM (doses to about 61.6 µM), for inactives: top-dose activity, negative = inhibition, actives largely listed as inhibitors. hit rate 0.44% among 230,000. AID 880; active = well fitted inhibition curve with a large enough effect, not every such curve was filed as active; inactive = no such curve, though single readings can be large or run the other way; note: % is set by controls: 0 for no effect and ±100 for the full control effect; nearly all actives have a fitted effect of over 30% in size; many of its hits are not listed in these tables
Target sequence (P63096 whole entry, looked up): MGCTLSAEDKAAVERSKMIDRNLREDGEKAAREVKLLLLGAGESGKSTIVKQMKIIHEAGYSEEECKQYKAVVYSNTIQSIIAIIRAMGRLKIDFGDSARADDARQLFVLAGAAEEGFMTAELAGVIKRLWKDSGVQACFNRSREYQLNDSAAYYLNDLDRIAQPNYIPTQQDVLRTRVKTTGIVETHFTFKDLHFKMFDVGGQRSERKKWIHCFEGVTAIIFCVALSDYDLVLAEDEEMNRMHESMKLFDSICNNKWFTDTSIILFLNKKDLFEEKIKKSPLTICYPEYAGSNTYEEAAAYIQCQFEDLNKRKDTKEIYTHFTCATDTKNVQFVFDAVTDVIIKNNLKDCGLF
aGlu spleen mod – lysosomal alpha-glucosidase (human) modulation; P10253; human spleen homogenate, 4-MU-alpha-glucoside fluorescence; Potency, µM (doses to about 79.9 µM), for the others: at the top dose activity change, negative = inhibition, most hits filed as inhibitors; hit rate 0.006% among 240,000;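 note: 0% = enzyme with vehicle and -100% = no enzyme basal signal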
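Compounds were titrated against alpha-glucosidase in spleen homogenate at pH 5.0, with 1 mM 4-methylumbelliferyl substrate for 40 min at 37 C. Reactions were quenched with pH 10 NaOH/glycine and fluorescence measured.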
HttQ103 aggreg – inhibitors of mutant huntingtin aggregate formation in PC12 cells | Potency, µM (highest dose often 46.1 µM), inactives show top-dose activity change, negative = inhibition, most hits filed as inhibitors | AID 1688 | hit rate 1.1% among 220,000 | PC12 HttQ103-GFP aggregates, Acumen cytometry, 40 h; note: % is set by controls: 0 for no effect and ±100 for the full control effect; nearly all actives have a fitted effect of over 60% in size
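Compounds (qHTS titration) were added to PC12 cells expressing an ecdysone-driven HTT exon 1 Q103–GFP fusion after induction with 100 nM tebufenozide. Aggregate formation was measured as GFP objects in cell lysates.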
GAA glycogen mod – inhibitors or activators of human alpha-glucosidase glycogen cleavage; hit rate 0.38% among 300,000; recombinant GAA, glycogen substrate, Amplex Red glucose oxidase fluorescence; P10253; Potency, µM (highest dose often 76.4 µM), for inactives: at the top dose activity change, negative = inhibition, hits mostly inhibitors; AID 2100;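 note: 0% = full enzyme reaction and -100% = no-enzyme basal signal; the screen sought inhibitors and activators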
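qHTS, 1536-well; enzyme 4 nM final; cpd up to 77 uM; substrate bovine liver glycogen 30 ug; 50 mM citrate/phosphate pH 5.0, 0.01% Tween-20; 37 C, 40 min; Amplex Red detection 45 min RT; Hill fit → AC50.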
HTT ATP protect – cytoprotection in Huntington HTT-Q103 PC12 cell model | Potency, µM (titrated, usually from 56.4 µM), inactives show cytoprotection (ATP increase), usual class: activators | hit rate 0.14% among 230,000 | AID 1471 | PC12 HTT-Q103 induced, cytoprotection, ATP luminescence, 40 h;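 note: % of control where 0% means no effect; nearly all actives have a fitted effect of over 45% in size; toxic huntingtin expression switched on by the ecdysone agonist tebufenozide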
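Stable PC12 Q103-GFP cells in serum-supplemented, phenol red-free DMEM; induction by tebufenozide at 100 nM final; compound dose series; cell viability quantified luminescently from ATP.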
* marks the source's active call; other numbers are inactive results; ? = inconclusive; . = not tested or not shown; & = joins results of further samples; [ ] = dose if it differs, or a comment. Unless noted, calls come from the whole dose curve; as a rule, active = well fitted curve in the direction sought with a large enough effect; inconclusive = small, poorly fitted or top-dose-only effect, or another doubt; inactive = no such curve, though single readings can be large; an effect the other way counts as inactive or inconclusive. Potency is the fitted concentration of half-maximal effect. This is a subset; rates above refer to the full screens.

SMILES	IMPase Li inh	GAA inhib	RGS12 GoLoco inh	aGlu spleen mod	HttQ103 aggreg	GAA glycogen mod	HTT ATP protect
CC(C)CCC(O)(CCC(C)C)C(=O)NN1CCCCC1	4.1%	4.6%	-15.3%	-3.2%	-25.2%	5.0%	10.6%[10 µM]
O=C1CSC2(N1)C1CC3CC(C1)CC2C3 (stereo not drawn)	.	.	-0.7%	-1.1%	-14.0%[9.22 µM]	-3.0%	15.6%[10 µM]
CN(C)CCCOC(=O)c1cc2ccccc2o1	8.9%[38.3 µM]	2.4%	7.9%	-8.3%	6.4%	0.9%	-7.0%[10 µM]
Cc1cc(CN(C)C(=O)CCc2nnc(Cc3cccc(C(F)(F)F)c3)o2)on1	-3.7%	0.0%	-1.0%	-6.2%	8.7%	6.7%	-12.7%
Cc1ccc(NC(=O)c2cnc3ccccc3n2)cc1C	.	.	0.2%	1.1%	-3.0%[9.22 µM]	?	2.5%[10 µM]
CCN(CC)P(=O)(/C(Cl)=C\Nc1c(C)n(C)n(-c2ccccc2)c1=O)N(CC)CC	-5.6%[38.3 µM]	-1.4%	-2.3%	0.4%	1.1%	?	-9.8%
CCOC(=O)C1CCN(S(=O)(=O)c2ccc(C(=O)OC)cc2)CC1	-9.8%[38.3 µM]	-1.2%	0.5%	3.1%	-8.7%	-3.6%	3.7%
CCN(Cc1ccncc1)C(=O)c1cc(Br)cc(Br)c1O	0.5%	5.0%	-2.7%	-0.2%	.	9.8%	7.5%[10 µM]
O=C(CSc1cn(CCNC(=O)c2cccs2)c2ccccc12)NCC1CCCO1 (stereo not drawn)	14.1%[38.3 µM]	1.8%	-8.4%	0.9%	-2.2%	1.4%	2.1%[10 µM]
CC1CCN(c2nc(-c3ccncc3)nc3ccccc23)CC1	1.1%[38.3 µM]	-11.0%	2.8%	-10.1%	?	-15.7%	3.7%
C#CC(C)(CC)NC(=O)c1cc2nc(C3CC3)cc(C(F)(F)F)n2n1 (stereo not drawn)	9.7%	-6.5%	12.6%	2.5%	-17.9%	3.6%	-0.3%
CC(C)CNC(=O)CC(=O)N/N=C/c1cccs1	5.5%	-4.4%	-0.8%	3.7%	-5.3%	-0.1%	.
Nc1c(Cl)ncnc1N1CCOCC1	-10.6%[38.3 µM]	3.6%	-8.1%	-7.6%	5.0%	-6.5%	?
Cc1cc(=O)n2ncnc2n1COCCO	19.0%[38.3 µM]	-4.4%	0.6%	-6.4%	?	0.6%	-8.0%
CC1(C)CC(=O)C2=C(C1)OC(c1ccc(O)cc1)C(C#N)=C2N (stereo not drawn)	2.1%	5.9%	-2.4%	-1.4%	9.2%	0.8%	.
COC(=O)C1=C(C)N(c2ccc(OC)cc2)C(C)=C(C(=O)OC)C1c1ccc(OC)cc1	.	.	6.6%	-4.9%	10.3%[9.22 µM]	-8.0%	-14.4%[10 µM]
Cc1cc(/C=C2\SC(=S)NC2=O)c(C)n1C	22.3%[38.3 µM]	-3.6%	15.5%	0.2%	-0.5%	-1.9%	-12.5%
CCCCOC(=O)Nc1nnc(C(C)C)s1	-8.0%	-6.2%	0.8%	-24.1%	-2.5%	2.7%	-15.8%
Cc1cccc(NC(=O)c2csnn2)n1	1.2%	2.6%	2.5%	-1.2%	14.1%	-7.4%	15.8%
CCOC(=O)c1sc(NC(=O)CSc2n[nH]c(-c3ccccc3)n2)c(C#N)c1C	17.2%	2.4%	8.9%	1.8%	20µM*	-12.3%	0.7%[10 µM]
COCCN(Cc1cc2cc(C)c(C)cc2nc1Cl)C(=O)N1CCOCC1	7.5%	-2.1%	5.6%	0.9%	-13.8%	-17.5%	-5.4%[10 µM]
CC(=O)c1cccc(NC(=O)c2ccc(NS(C)(=O)=O)cc2)c1	17.0%	0.6%	10.4%	-7.4%	0.3%	-3.9%	-24.9%[10 µM]
CS(=O)(=O)N(CC(=O)NCc1ccccc1Cl)Cc1ccccc1	7.0%	-3.0%	5.0%	-3.9%	-7.6%	5.7%	28.0%[1.9 µM]
N#CC(c1cccc(Cl)c1)c1ncc(C(F)(F)F)cc1Cl (stereo not drawn)	12.6%[38.3 µM]	?	5.9%	-6.1%	-9.8%	-3.5%	9.6%
CN(C)S(=O)(=O)c1ccc2c(c1)nc(CCC(=O)Nc1ccc(N3CCOCC3)cc1)n2C	28.1%	6.1%	13.1%	4.3%	9.1%	11.4%	-10.3%[10 µM]
COc1ccc(CCNC(=O)C23CCC(C)(C(=O)O2)C3(C)C)cc1OC (stereo not drawn)	-0.5%	4.4%	-5.0%	11.3%	-1.2%	-10.1%	-6.0%
Cc1ncsc1C(=O)N1CCCC(CNS(=O)(=O)c2cccs2)C1 (stereo not drawn)	1.8%	2.8%	-5.2%	5.9%	11.4%[9.22 µM]	-0.9%	35.1%[10 µM]
O=C(Nc1ccon1)c1cccc(C(F)(F)F)c1	13.8%[38.3 µM]	-16.7%	-9.1%	-3.8%	-7.9%	2.1%	0.0%
COc1ccc(NC(=O)/C(N=Nc2cc(S(=O)(=O)Nc3ccc(OC)cc3)ccc2OC)=C(\C)O)cc1	2.6%	-4.6%	5.6%	3.3%	11.5%	7.0%	-51.3%[inhibitor]
Cc1cc(N(C)C)cc(C)[n+]1[O-]	-7.6%[38.3 µM]	0.6%	-6.7%	-6.4%	22.6%	1.5%	-8.1%
CCC1=NN2C(=N)/C(=C/c3cc(C)n(Cc4ccccc4)c3C)C(=O)N=C2S1	.	-3.5%[15.4 µM]	11.2%	0.6%	-12.6%[9.22 µM]	-6.0%	-0.1%[10 µM]
Cc1c(NC(=O)CSc2ccccc2C(=O)Nc2cccnc2)c(=O)n(-c2ccccc2)n1C	1.7%[38.3 µM]	5.1%	5.6%	-4.9%	9.6%	4.5%	0.1%
COC(=O)[C@H](Cc1ccccc1)NC(=O)O[C@H]1C(=O)c2cc(OC)ccc2O[C@@H]1c1ccc(OC)c(Br)c1	21.8%&20.1%	.	-2.4%&3.3%	-3.2%&-2.6%	.	.	17.2%
CCOc1ccc(/C=C/C(=O)c2ccccc2)cc1	.	5.1%	4.7%	4.2%	4.5%[9.22 µM]	-0.5%	12.4%[10 µM]
COc1ccccc1-n1c(-c2cccnc2)n[nH]c1=S	16.2%[38.3 µM]	-0.7%	3.8%	-13.9%	-11.4%	3.7%	4.5%[1.9 µM]
CCOc1ccc(-c2cc(N)n(S(=O)(=O)c3ccc(OC)cc3)n2)cc1	-1.9%[38.3 µM]	-9.4%	0.3%	-2.3%	3.4%	-6.6%	-18.1%
Cc1ccc2c3c(c(SCC(=O)Nc4nonc4C)nc2c1)CCCC3	?	-0.1%	9.4%	-2.8%	-19.8%	1.9%	-2.2%
COC(=O)C1CCN(S(C)(=O)=O)CC1	1.2%	1.5%	-14.8%	0.7%	-23.9%	4.7%	22.5%[10 µM]
CCOc1ccccc1NC1=C(Cl)C(=O)N(Cc2ccccc2)C1=O	31.9%[38.3 µM]	-6.7%	0.6%	5.8%	-6.7%	-12.9%	-2.1%
CCCCCCCCCCCC(=O)OCC(O)CO (stereo not drawn)	.	.	-1.5%	.	-1.3%	.	2.6%
O=C(Nc1cc(C(F)(F)F)ccc1N1CCOCC1)c1ccc(Br)o1	-2.9%[38.3 µM]	2.8%	6.6%	-5.6%	?	3.5%	-16.2%
COC(=O)c1ccccc1NC(=O)CNC(=O)c1ccco1	18.3%[38.3 µM]	-7.2%	-14.9%	-3.4%	-3.8%	4.5%	-28.7%[0.074 µM]
Cc1ccc(-c2n[nH]c(=O)c3ccccc23)cc1S(=O)(=O)NCCN1CCOCC1	-7.5%[38.3 µM]	-1.0%	17.4%	-6.0%	-0.5%	4.2%	-12.2%
O=C(O)CSc1nnc(CNc2ccc(Cl)cc2)n1Cc1ccccc1	16.1%[38.3 µM]	-2.8%	3.6%	-7.3%	-4.6%	3.2%	-9.1%[10 µM]
Cc1cc(C)nc(N2CCC(C(=O)NCC3CCCCC3)CC2)n1	0.0%[38.3 µM]	?	7.6%	0.5%	3.6%	-2.5%	16.5%
Cc1ccc(OCC(=O)Nc2cc(C(=O)O)cc(C(=O)O)c2)cc1C	-3.3%	-0.9%	3.3%	-3.0%	-14.5%	-7.2%	-17.0%
COc1ccc(N(CC(=O)Nc2ccc(C(N)=O)cc2)S(=O)(=O)c2ccc(C)c([N+](=O)[O-])c2)cc1	9.8%	-15.1%	-3.1%	4.9%	9.7%[9.22 µM]	12.7%	16.2%[10 µM]
COc1ccc(S(=O)(=O)CCC(=O)Nc2cc(C)ccc2OC)cc1	5.0%	2.6%	37.6%[activator]	0.3%	16.8%	-1.8%	-185.5%[inhibitor]
O=C(CCN1C(=O)c2ccccc2C1=O)OCN1C(=O)c2ccccc2C1=O	55.0%[activator][38.3 µM]	4.5%	0.2%	0.3%	27.8%[9.22 µM]	3.6%	11.8%
Brc1ccc(C2=Nc3cccc4cccc(c34)N2)o1	8.2%	-3.6%	-23.6%	6.7%	-7.6%	?	15.9%[10 µM]
CCCCc1ccc(NC(=S)Nc2ccc(Cl)c(S(=O)(=O)N(C)C)c2)cc1	1.8%	1.4%	0.5%	3.8%	-11.4%	-6.6%	-21.2%[10 µM]
Nc1c(-c2ccc(Cl)cc2)cnc2ncnn12	7.5%[38.3 µM]	2.6%	-6.0%	-5.3%	-4.0%	2.1%	-7.1%
C=CCNc1nc(Nc2ccc(OC)cc2OC)nc(OCC)n1	10.4%[38.3 µM]	?	-6.7%	1.1%	-7.3%	3.9%	-19.8%
CNC(=S)N(Cc1ccco1)Cc1cc2cc(OC)c(OC)cc2[nH]c1=O	10.7%	?	15.9%	2.2%	-0.5%[9.22 µM]	0.1%	-0.7%[10 µM]
O=C(NC(=S)Nc1ccc(S(=O)(=O)N2CCCC2)cc1)c1cccs1	-3.1%	10.2%	9.2%	-5.8%	-11.3%	1.4%	-14.4%[10 µM]
O=C(Cc1ccc(Cl)cc1)Nc1ccc(-c2nnc(-c3ccco3)o2)cc1	-21.0%[38.3 µM]	2.6%	28.6%	-7.9%	-5.9%	4.0%	-0.1%

Compound profiles (already shown). Values in the order: IMPase Li inh	GAA inhib	RGS12 GoLoco inh	aGlu spleen mod	HttQ103 aggreg	GAA glycogen mod	HTT ATP protect
Listed for `Brc1ccc(C2=Nc3cccc4cccc(c34)N2)o1` : 8.2%	-3.6%	-23.6%	6.7%	-7.6%	?	15.9%[10 µM]
Listed for `CNC(=S)N(Cc1ccco1)Cc1cc2cc(OC)c(OC)cc2[nH]c1=O` : 10.7%	?	15.9%	2.2%	-0.5%[9.22 µM]	0.1%	-0.7%[10 µM]
